Assay outcomes from PubChem.
BAZ2B inh: inhibitors of human BAZ2B bromodomain; Q9UIF8; AlphaScreen BAZ2B-H3K14Ac peptide displacement; Potency, µM (doses to about 114 µM), for inactives: top-dose activity change, negative = inhibition, most hits filed as inhibitors; 360,000 tested, 4.4% active; AID 504333; note: % is set by controls: 0 for no effect and ±100 for the full control effect; nearly all actives have a fitted effect of over 60% in size
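Protein-peptide AlphaScreen: BAZ2B 50 nM, b-H3K14Ac 50 nM, 1x PBS pH 7.4 + 0.01% Tween-20. Preincubation 30 min RT; cpd 30 min RT (top 110 uM); beads 20 min RT, light-protected.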
APEX1 inh: APE1 (human) endonuclease inhibition; P27695; recombinant APE1, TAMRA/BHQ-2 abasic DNA cleavage fluorescence; Potency, µM (doses to about 65.8 µM), for inactives: at the top dose activity change, negative = inhibition, most hits filed as inhibitors; 350,000 tested, 0.35% active; AID 2517;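 note: plate controls were vehicle for no effect and reference inhibitor for full effect; nearly all actives have a fitted effect of over 55% in size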
Target sequence (P27695 whole entry, looked up): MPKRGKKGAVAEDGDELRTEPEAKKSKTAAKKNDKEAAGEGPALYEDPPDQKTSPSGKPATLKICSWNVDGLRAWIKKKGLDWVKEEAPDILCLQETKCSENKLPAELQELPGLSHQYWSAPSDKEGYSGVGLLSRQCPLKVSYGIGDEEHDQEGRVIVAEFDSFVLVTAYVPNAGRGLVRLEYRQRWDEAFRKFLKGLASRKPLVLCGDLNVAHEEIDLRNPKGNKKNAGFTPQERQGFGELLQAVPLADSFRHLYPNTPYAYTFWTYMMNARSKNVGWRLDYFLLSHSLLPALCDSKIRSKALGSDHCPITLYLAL
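Activity was derived from the fluorescence gain between first and third kinetic reads (60 s intervals, ex 525/em 598 nm) after 50 nM THF-abasic TAMRA/BHQ-2 duplex was added to 0.75 nM APE1 preincubated 15 min with compound.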
Pol kappa inh: inhibitors of human DNA polymerase kappa. Q9UBT6. AID 588579. 400,000 tested, 0.53% active. Potency, µM (doses to about 107 µM), inactives show at the highest dose activity, negative = inhibition, usual class: inhibitors. purified Pol kappa, fluorescent DNA synthesis assay, 10 min; note: % is set by controls: 0 for no effect and ±100 for the full control effect
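Inhibition of 10 nM Pol kappa is measured by a fluorescent read-out at 0 and 10 min following addition of 50 nM substrate (final), with a 15-min room-temperature compound preincubation.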
POLI inh: blocks human DNA polymerase iota activity; Q9UNA4; Pol iota fluorescent replication assay, 10 min; Potency, µM (series often up to 115 µM), inactives show at the top dose activity, negative = inhibition, usual class: inhibitors; 390,000 tested, 1% active; AID 588590
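Pol iota at 10 nM preincubated 15 min with compounds at room temperature; reaction started with fluorescent substrate, 50 nM final. Fluorescence read kinetically at 0 and 10 min; buffer-only wells as negative control.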
POLH inh: inhibitors of human DNA polymerase eta | Q9Y253 | recombinant Pol eta, fluorescent DNA replication assay | Potency, µM (titrated, usually from 114 µM), for inactives: at the highest dose activity change, negative = inhibition, hits mostly inhibitors | 390,000 tested, 1.2% active; note: % is set by controls: 0 for no effect and ±100 for the full control effect
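Pol eta at 10 nM preincubated with compounds 15 min at room temperature; reaction started with fluorescent substrate (50 nM final) and read kinetically at 0 and 10 min.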
BLM helicase inh: inhibitors of human Bloom syndrome helicase BLM; Potency, µM (series often up to 56.1 µM), for inactives: at the top dose activity change, negative = inhibition, actives largely listed as inhibitors; 350,000 tested, 0.2% active; recombinant BLM DNA unwinding, fluorescence dequenching;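 note: plate controls were vehicle for no effect and no enzyme for full effect; nearly all actives have a fitted effect of over 35% in size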
Anesthetic bind: binds horse apoferritin like a general anesthetic | 350,000 tested, 0.074% active | Potency, µM (titrated, usually from 77.5 µM), without a hit: top-dose activity change, negative = displacement, usual class: inhibitors | apoferritin/1-aminoanthracene competitive binding, fluorescence | AID 485281; note: % is set by controls: 0 for no effect and ±100 for the full control effect; nearly all actives have a fitted effect of over 20% in size
Target sequence (P02791 2-175 limits assumed): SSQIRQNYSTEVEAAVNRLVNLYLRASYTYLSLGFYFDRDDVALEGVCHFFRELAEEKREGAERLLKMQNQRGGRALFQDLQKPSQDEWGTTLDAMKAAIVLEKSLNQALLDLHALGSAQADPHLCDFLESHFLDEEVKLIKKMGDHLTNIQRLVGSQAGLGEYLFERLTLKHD
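Read-out: endpoint 1-AMA fluorescence, excitation 380 nm and emission 535 nm, after compounds sit 10 min at room temperature with 10 uM horse-spleen apoferritin in 50% saturated 1-AMA/PBS. Values come from four-parameter Hill fits.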
G9a block: blocks human histone lysine methyltransferase G9a; AID 504332; G9a H3K9 monomethylation, AlphaScreen, 2 h; Q96KQ7; 350,000 tested, 8.8% active; Potency, µM (series often up to 102 µM), without a hit: top-dose activity, negative = inhibition, usual class: inhibitors; note: % is set by controls: 0 for no effect and ±100 for the full control effect; nearly all actives have a fitted effect of over 75% in size
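Compounds were preincubated with 20 nM G9a for 15 min, after which biotinylated H3K9 peptide (500 nM) and SAM (20 uM) started a 2 h room-temperature reaction. Monomethylated product was quantified by antibody-based AlphaScreen chemiluminescence.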
Pol beta inh: blocks human DNA polymerase beta activity. Pol beta primer extension/strand displacement, fluorescence kinetic. AID 485314. P06746. Potency, µM (titrated, usually from 114 µM), for inactives: top-dose activity change, negative = inhibition, actives largely listed as inhibitors. 340,000 tested, 1.3% active; note: % is set by controls: 0 for no effect and ±100 for the full control effect
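Pol beta (10 nM) and compounds were preincubated 15 min at room temperature, then 50 nM substrate (final) started primer extension/strand displacement. Reads were taken at 0 and 10 min; concentration-response data were fitted to a four-parameter Hill equation.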
Numbers without * were called inactive; u = inconclusive; x = no result given; & = joins results of further samples; ! = repeats disagree; [ ] = another dose, or the depositor's remark. Calls come from the whole dose curve; as a rule, active = well fitted curve in the direction sought with a large enough effect; inconclusive = small, poorly fitted or top-dose-only effect, or another doubt; inactive = no such curve, though single readings can be large; an effect the other way counts as inactive or inconclusive. Potency is the fitted concentration of half-maximal effect. Only part of the results is shown; the hit share may differ from the screen's.

mol	BAZ2B inh	APEX1 inh	Pol kappa inh	POLI inh	POLH inh	BLM helicase inh	Anesthetic bind	G9a block	Pol beta inh
C/C(O)=C1\C(=O)[C@@H]2[C@H]3c4c[nH]c5cccc(c45)C[C@H]3C(C)(C)N2C1=O	x	15%	-5%&3%[19.4 µM]	x	x	x	0%&-1%	25µM*!	x
COc1nc(C)nc(Cl)c1NC1=NCCN1	x	25%	0%[60.1 µM]	-26%	-3%	2%	-1%[29.3 µM]	9%[12.7 µM]	2%[57.1 µM]
CCCOC(=O)c1ccccc1	x	-5%&-4%	16%&-9%[60.1 µM]	x	x	3%&1%	0%&6%	21%[59 µM]	x
CC[C@@H]1C(=O)OC[C@@H]1Cc1cncn1C	-2%	5%	-2%	-11%	-7%	x	x	9%[59 µM]	x
C[C@]12CC[C@H]3[C@@H](CCC4=CC(=O)CC[C@@]43C)[C@@H]1CC[C@@H]2C(=O)CO	-17%	-8%	-1%	12%	-16%	2%	-10%	u	-1%
C[C@H](CCC(=O)O)[C@H]1CC[C@H]2[C@@H]3[C@@H](O)C[C@@H]4C[C@H](O)CC[C@]4(C)[C@H]3CC[C@]12C	-13%	5%	-14%	23%	-12%	-5%	-16%	-15%	1%
CC(=O)N1C[C@H](O)C[C@H]1C(=O)O	8%	-19%	6%	u	4%	x	x	-16%[59 µM]	x
CCC1C(=O)OCC1Cc1cncn1C (configuration not stated)	x	2%&1%&12%	-13%[60.1 µM]	x	x	1%&-9%&0%	5%	3%[59 µM]	x

One compound at a time (already shown):
C[C@]12CC[C@H]3[C@@H](CCC4=CC(=O)CC[C@@]43C)[C@@H]1CC[C@@H]2C(=O)CO as listed: BAZ2B inh: -17%; APEX1 inh: -8%; Pol kappa inh: -1%; POLI inh: 12%; POLH inh: -16%; BLM helicase inh: 2%; Anesthetic bind: -10%; G9a block: u; Pol beta inh: -1%
CCCOC(=O)c1ccccc1 as listed: BAZ2B inh: x; APEX1 inh: -5%&-4%; Pol kappa inh: 16%&-9%[60.1 µM]; POLI inh: x; POLH inh: x; BLM helicase inh: 3%&1%; Anesthetic bind: 0%&6%; G9a block: 21%[59 µM]; Pol beta inh: x

Looked up by compound from the list above (4):
mol	BAZ2B inh	APEX1 inh	Pol kappa inh	POLI inh	POLH inh	BLM helicase inh	Anesthetic bind	G9a block	Pol beta inh
CCC1C(=O)OCC1Cc1cncn1C (configuration not stated)	x	2%&1%&12%	-13%[60.1 µM]	x	x	1%&-9%&0%	5%	3%[59 µM]	x
CC[C@@H]1C(=O)OC[C@@H]1Cc1cncn1C	-2%	5%	-2%	-11%	-7%	x	x	9%[59 µM]	x
CCCOC(=O)c1ccccc1	x	-5%&-4%	16%&-9%[60.1 µM]	x	x	3%&1%	0%&6%	21%[59 µM]	x
C/C(O)=C1\C(=O)[C@@H]2[C@H]3c4c[nH]c5cccc(c45)C[C@H]3C(C)(C)N2C1=O	x	15%	-5%&3%[19.4 µM]	x	x	x	0%&-1%	25µM*!	x
